Screening data: PubChem BioAssay, National Center for Advancing Translational Sciences (NCATS)
uPA surface inh = cell surface uPA generation inhibition. cell surface uPA generation assay, qHTS. Potency, µM (top dose mostly 38.3 µM), inactives show top-dose activity change, negative = inhibition, most hits filed as inhibitors. 0.31% of 330,000 active; active means well fitted inhibition curve with a large enough effect; inconclusive means small, poorly fitted or top-dose-only effect; inactive means no such curve, though single readings can be large or run the other way; tested in mouse RAW 264.7 cells; further: potency means the concentration at half of the fitted maximal effect; on the % scale 0 is the no-effect control and ±100 the full control effect; nearly all actives have a fitted effect of over 55% in size
TSHR antagonist = human thyrotropin receptor antagonism. AID 504810. 0.2% of 330,000 active. activity change, negative = inhibition, % at 11.5 µM. TSHR-expressing cells, TSH-stimulated cAMP HTRF, 2 h; active compounds read low. P16473;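 active means activity change below a set negative limit, meaning inhibition stronger than a set level, cut at about -70% in these data; inconclusive means activity change between two set negative limits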; further: on the % scale 0 is the no-effect control and ±100 the full control effect
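Read-out is FRET at 665 nm (cryptate excitation 337 nm) from a cryptate-tagged anti-cAMP antibody, competed by cell cAMP against cAMP-d2. Compounds are tested on freshly harvested TSHR cells challenged with 4nM TSH (EC80) for 2 hours at 37 deg C.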
ELG1 repair inh = inhibitors of ELG1-dependent DNA repair in HEK293T cells. HEK293T ELG1-luciferase reporter, luminescence, 16 h; DNA damage induced by 5-fluorouridine. Potency, µM (doses to about 46.1 µM), inactives show at the top dose activity change, negative = inhibition, usual class: inhibitors. 2.3% of 330,000 active. AID 504467; further: potency means the concentration at half of the fitted maximal effect; on the % scale 0 is the no-effect control and ±100 the full control effect; nearly all actives have a fitted effect of over 55% in size
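HEK293T cells expressing luciferase-tagged ELG1 (2,000/well) received 5-Fluorouridine plus compound or DMSO for 16 hr at 37 °C. Luciferase was read by ONE-Glo luminescence after 30 min at room temperature.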
USP2a inh = inhibitors of human ubiquitin-specific protease USP2a; O75604; USP2 core, Ub-CHOP2 coupled fluorogenic reporter, 485/531; Potency, µM (highest dose often 38.3 µM), without a hit: at the top dose activity change, negative = inhibition, hits mostly inhibitors; 0.01% of 330,000 active; AID 463254;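 further: potency means the concentration at half of the fitted maximal effect; plate controls were DMSO wells for no effect and full inhibition by NEM control for full effect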
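Deubiquitinase activity read as fluorescence (485/531 nm) after Ub-CHOP2 cleavage activates the enterokinase reporter on its substrate; USP2 core 10nM, Ub-CHOP2 and substrate 25nM each, 30min compound preincubation then 60min RT; data normalized to NEM, curves fitted.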
Mito fusion yeast = blocks mitochondrial division or promotes mitochondrial fusion. S. cerevisiae fusion-defective mutant growth rescue, CellTiterGlo 48 h. 0.23% of 320,000 active. AID 485298. Potency, µM (top dose mostly 46.1 µM), for the others: at the highest dose growth rescue (activation), most hits filed as activators;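 further: potency means the concentration at half of the fitted maximal effect; % of control where 0% means no effect; nearly all actives have a fitted effect of over 45% in size; temperature-sensitive fusion mutants such as fzo1-1 at 37 °C on non-fermentable ethanol glycerol medium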
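Read-out: ATP-based luminescence (CellTiterGlo, 10 min ambient) reporting growth of fusion-defective ts yeast after 48 hours at 37C on glycerol/ethanol YPEG medium in the presence of compound.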
TCR act = T cell receptor activation | primary human leukocytes, anti-CD3, IL-2 HTRF, 48 h | Potency, µM (series often up to 9.22 µM), inactives show at the highest dose activation of IL-2 secretion, most hits filed as activators | 330,000 tested, under 10 active; further: % of control where 0% means no effect
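1) Mix primary human leukocytes, a-CD3 beads and compound. 2) Incubate 48 hr. 3) Add HTRF IL-2 reagents (a-IL-2-K, a-IL-2-d2).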
B2AR arrestin = beta2AR (human) beta-arrestin recruitment activity; P07550; beta-arrestin recruitment to beta2AR, cell-based reporter; Potency, µM (top dose mostly 46.1 µM), for the others: at the highest dose activation, hits mostly activators; 0.02% of 330,000 active; AID 492947;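 further: potency means the concentration at half of the fitted maximal effect; 0% = DMSO controls and full agonism = EC100 isoproterenol or metaproterenol; nearly all actives have a fitted effect of over 65% in size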
Target sequence (P07550 whole entry, looked up): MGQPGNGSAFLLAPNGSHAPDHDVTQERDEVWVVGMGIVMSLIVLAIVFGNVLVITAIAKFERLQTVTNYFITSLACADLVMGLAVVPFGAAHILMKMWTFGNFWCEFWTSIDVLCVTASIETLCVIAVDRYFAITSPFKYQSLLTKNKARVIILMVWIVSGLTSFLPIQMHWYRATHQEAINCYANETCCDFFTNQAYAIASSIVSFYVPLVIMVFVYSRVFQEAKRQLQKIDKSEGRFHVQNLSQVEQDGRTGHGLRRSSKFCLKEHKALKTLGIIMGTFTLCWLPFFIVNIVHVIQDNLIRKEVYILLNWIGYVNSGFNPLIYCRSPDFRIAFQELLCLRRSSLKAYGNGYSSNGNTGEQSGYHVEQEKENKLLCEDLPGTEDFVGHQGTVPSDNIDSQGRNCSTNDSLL
Eya2 phos inh = blocks the phosphatase activity of human Eya2; Potency, µM (titrated, usually from 76.9 µM), for the others: at the highest dose activity, negative = inhibition, most hits filed as inhibitors; recombinant Eya2, OMFP fluorescence dephosphorylation (OMFP is methylfluorescein phosphate); 0.006% of 330,000 active; O00167; AID 488837; further: potency means the concentration at half of the fitted maximal effect; on the % scale 0 is the no-effect control and ±100 the full control effect
Target sequence (O00167 whole entry, looked up): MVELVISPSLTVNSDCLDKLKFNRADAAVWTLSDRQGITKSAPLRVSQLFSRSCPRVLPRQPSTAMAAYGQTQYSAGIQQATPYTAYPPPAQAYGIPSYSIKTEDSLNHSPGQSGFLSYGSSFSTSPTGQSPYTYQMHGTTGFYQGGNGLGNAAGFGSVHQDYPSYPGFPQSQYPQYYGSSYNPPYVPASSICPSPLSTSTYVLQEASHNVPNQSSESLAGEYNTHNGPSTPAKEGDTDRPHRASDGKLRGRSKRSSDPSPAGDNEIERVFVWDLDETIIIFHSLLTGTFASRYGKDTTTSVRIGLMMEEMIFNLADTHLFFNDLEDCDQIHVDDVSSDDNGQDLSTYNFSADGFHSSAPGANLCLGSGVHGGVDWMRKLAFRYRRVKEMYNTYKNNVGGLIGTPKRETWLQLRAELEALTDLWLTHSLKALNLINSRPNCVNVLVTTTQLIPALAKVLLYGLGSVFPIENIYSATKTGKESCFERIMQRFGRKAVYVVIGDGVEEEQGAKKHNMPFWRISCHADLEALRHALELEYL
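Eya2 (0.2 uM) preincubated 10 min at ambient with compound, then OMFP substrate added at 50 uM; 10 min reaction in 50 mM HEPES pH 7.5, 50 mM NaCl, 5 uM MgCl2, 0.05% BSA, 1 mM DTT. Fluorescence read at Ex 485/Em 525 nm.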
Chronic BCR inh = inhibitors of chronic active B-cell receptor signaling | ABC-DLBCL IkBa-CBG/CBR reporter, luminescence ratio, 4 h | Potency, µM (top dose mostly 46.1 µM), for inactives: top-dose ratio change, negative = lower green/red ratio, usual class: inhibitors | 0.05% of 340,000 active | AID 493014; active means well fitted inhibition curve with a large enough effect in the signal ratio, with a control signal flat, not every such curve was filed as active; inconclusive means small, poorly fitted or top-dose-only effect, or effect the other way, or a change in a side signal; the % refers to the signal ratio;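 further: potency means the concentration at half of the fitted maximal effect; plate controls were basal doxycycline-induced cells for no effect and cells given 10 µM MG132 for full effect; MG132 reads +100%, hits lower the ratio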
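Compounds up to 46 uM were incubated four hours with TMD8 cells whose green CBG68 luciferase is fused to IkappaBalpha; red CBR luminescence normalised the signal, and concentration-effect curves were fitted to fusion, red and ratio data.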
TSG101-PTAP inh = blocks PTAP/TSG101 interaction to inhibit HIV-1 budding | Q99816 | Fluorescence polarization, FITC-PTAP peptide / Tsg101 binding | Potency, µM (doses to about 115 µM), without a hit: at the highest dose activity change, negative = inhibition, most hits filed as inhibitors | 340,000 tested, under 10 active | AID 493005; active means well fitted inhibition curve with a large enough effect in the main read-out, with a control signal flat, not every such curve was filed as active; inconclusive means small, poorly fitted or top-dose-only effect, or effect the other way, or a change in a side signal; inactive means no such curve, though single readings can be large or run the other way; further: potency means the concentration at half of the fitted maximal effect; % of control where 0% means no effect
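Fluorescence anisotropy tracks displacement of a FITC-tagged PTAP peptide (50 nM) from the Tsg101 binding domain (10 uM), following a 20 min room-temperature incubation at pH 7.5.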
Tb PFK inh = blocks T. brucei phosphofructokinase | 0.17% of 330,000 active | O15648 | AID 485367 | T. brucei PFK, ADP-Glo luminescence | Potency, µM (doses to about 57.5 µM), without a hit: top-dose activity, negative = inhibition, hits mostly inhibitors;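 further: potency means the concentration at half of the fitted maximal effect; 0% = uninhibited 1x PFK enzyme wells and -100% = no-enzyme wells; nearly all actives have a fitted effect of over 60% in size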
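ADP-Glo luminescence quantified ADP after 45 min at room temperature, with 1.25 nM T. brucei PFK, 0.1 mM ATP and 0.5 mM fructose-6-phosphate in pH 8.0 TEA buffer. qHTS titrations up to 57 µM; curves classified by quality.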
Active calls of the source: *; ? = inconclusive; / = not tested or not shown; [ ] = dose if it differs, or a comment. Unless noted, the call rests on the fitted dose curve; in most records, active means well fitted curve in the direction sought with a large enough effect; inconclusive means small, poorly fitted or top-dose-only effect, or another doubt; inactive means no such curve, though single readings can be large; an effect the other way counts as inactive or inconclusive. Hits appear at their usual frequency (roughly 3% active in at least one column).

canonical_smiles	uPA surface inh	TSHR antagonist	ELG1 repair inh	USP2a inh	Mito fusion yeast	TCR act	B2AR arrestin	Eya2 phos inh	Chronic BCR inh	TSG101-PTAP inh	Tb PFK inh
Cc1ccc(CC2C(=O)N(c3nc(C)cc(C)n3)C(=O)C2C)cc1 (configuration not stated)	9.2%	10.8	-5.1%	0.3%	-1.2%	-7.7%	-0.2%	-12.6%	2.9%	-0.7%	-16.4%
CC(C)(CNC(=O)c1cccc(NS(=O)(=O)c2ccc(Br)cc2)c1)N1CCOCC1	4.2%	2.3	-4.8%	-2.4%	-0.2%	-9.7%	-0.2%	-10.9%	-0.7%	-4.2%	0.7%
CC1CCc2c(sc3nn[nH]c(=O)c23)C1 (configuration not stated)	2.8%	-5.0	0.2%	2.5%	-1.9%	-0.7%	-0.7%	9.8%	4.0%	0.8%	-9.0%
COc1ccc(C(=O)N(C(C)C)C(C)C)c(OC)c1	7.9%	19.3	-7.5%	4.2%	2.4%	2.5%	-0.3%	13.9%	-0.2%	-4.0%	1.3%
CCOC(=O)N1CCN(Cc2nc(N)nc(Nc3ccc(Cl)cc3)n2)CC1	1.2%	-2.2	6.4%	-1.9%	2.8%	-25.6%	-0.4%	-2.1%	12.6%	0.5%	0.1%
CC(/C=N/NC(=O)c1nnn(-c2nonc2N)c1C(C)C)=C\c1ccco1	?	-20.2	?	0.3%	-14.5%	12.6%	14.2%	6.8%	4.1%	-5.1%	-1.2%
CCSc1nnc(NC(=O)c2ccc3c(c2)OCO3)s1	/	-7.2	?	1.9%	6.0%	1.1%	-0.2%	4.2%	1.6%	-5.8%	-1.3%
Cc1ccc(C)c(NC(=O)COC(=O)c2ccc(S(=O)(=O)N3CCCCC3)cc2)c1	-1.0%	7.1	9.5%	-0.3%	-8.0%	15.0%	-0.3%	-15.5%	0.2%	-0.3%	-0.5%
Cc1cccc(Nc2nc(NCc3ccco3)nc(N3CCOCC3)n2)c1	-0.7%	-5.1	?	-0.4%	-15.5%	2.1%	0.1%	-1.7%	?	-6.0%	-9.6%
O=C(CNC(=O)c1ccc(Cl)cc1Cl)OCC(=O)N1CCCC1	12.7%	-8.9	3.0%	0.1%	0.1%	-0.7%	-0.2%	-13.4%	3.8%	-4.3%	-1.7%
Cn1c(SCC(=O)C(C)(C)C)nnc1-c1ccccn1	5.3%	4.6	?	2.1%	-1.8%	3.7%	-0.3%	-12.7%	?	-5.8%	-0.7%
CCOC(=O)c1c(C)oc2c1c(C(c1cccnc1)N1CCN(C)CC1)c(O)c1ccccc12 (configuration not stated)	/	-8.0	?	1.7%	1.3%	/	0.0%	12.6%	?	/	-3.9%
Cc1ccc(-n2nc3c(=O)n(CC(=O)NCCc4ccc(Cl)cc4)nc(C)c3c2C)cc1	-16.3%	9.5	-26.0%	-5.5%	-5.3%	12.7%	-1.1%	2.1%	-6.6%	0.6%	2.6%
O=C(O)c1ccc(C(=O)c2ccc3c(c2)C(=O)N(Cc2ccco2)C3=O)cc1	0.2%	-3.8	6.8%	0.4%	-2.1%	-5.5%	-0.9%	-8.5%	5.4%	-4.5%	-1.3%
COCCNC(=S)NN=C1CCC(c2ccccc2)CC1 (configuration not stated)	0.5%	11.2	-10.4%	0.3%	-3.3%	-2.4%	?	2.9%	?	1.2%	-2.8%
Cc1ccc(NC(=O)CN2C(=O)NC(C)(c3ccc(Cl)cc3)C2=O)c(Br)c1 (configuration not stated)	-9.2%	0.9	-4.8%	2.8%	5.5%	-2.5%	-0.2%	-5.6%	0.1%	-7.7%	2.4%
Cc1c(C(=O)Nc2ccc(S(=O)(=O)Nc3ncccn3)cc2)oc2ccccc12	13.7%	-16.0	9.4%	-0.3%	4.0%	-2.9%	-0.1%	-23.4%	10.4%	-3.3%	15.4%
CCCc1c(C(=O)Nc2ccc(F)cc2F)cnn1-c1ccccc1	8.6%	-12.5	?	0.4%	-8.3%	0.8%	0.4%	?	?	-0.4%	2.5%
Cc1ccc2c(c1)c1c3n2CCN(CC(N)=O)C3CCC1 (configuration not stated)	2.4%	30.5	13.8%	0.0%	10.4%	6.2%	0.1%	1.9%	1.5%	-9.5%	-1.1%
CN(CC(=O)Nc1c(Cl)cccc1Cl)C(=O)CC1Sc2ccccc2NC1=O (configuration not stated)	2.9%	3.4	-14.0%	0.8%	-8.7%	-2.6%	-0.2%	-31.7%	-14.1%	-6.7%	?
Cc1ccc(N(C(=O)c2csnn2)C(C(=O)NC(C)(C)C)c2ccccn2)cc1 (configuration not stated)	2.4%	-2.2	12.2%	0.0%	0.5%	0.1%	-0.2%	-9.9%	3.4%	-11.0%	-2.4%
CCC1CCCCN1CCCNC(=O)CS(=O)Cc1nc(-c2ccc(OC)c(OC)c2)oc1C (configuration not stated)	-12.7%	40.6	14.1%	0.0%	4.9%	-1.0%	0.4%	-2.2%	?	-7.3%	2.8%
CCC1(c2ccccc2)NC(=O)N(CC(=O)Nc2cc(Cl)ccc2N2CCN(C)CC2)C1=O (configuration not stated)	-5.2%	4.0	3.7%	2.6%	-0.7%	4.2%	0.1%	21.1%	-0.4%	-3.0%	0.3%
CCN(CC)S(=O)(=O)c1ccc(C(=O)NCCc2cc3c(OC)ccc(OC)c3[nH]c2=O)cc1	-11.1%	12.3	?	0.6%	2.2%	1.9%	0.0%	-9.1%	10.4%	-4.2%	2.0%
CSCC(=O)N1CCC(Oc2cccc(C(=O)NCc3ccccn3)c2)CC1	5.8%	-1.8	-17.6%	1.6%	-5.3%	3.3%	0.0%	1.5%	-13.3%	-0.2%	-1.9%
CCC(=O)N1N=C(c2c(-c3ccccc3)c3cc(Cl)ccc3[nH]c2=O)CC1c1ccco1 (configuration not stated)	0.8%	-25.2	?	-1.7%	-0.5%	1.8%[46.1 µM]	-0.2%	-5.5%	11.2%	0.7%	1.5%
O=C(Nc1cccnc1)c1cc(S(=O)(=O)N2CCCCC2)c(Cl)cc1Cl	-2.4%	-4.9	-0.3%	2.1%	5.5%	0.2%	0.1%	3.9%	?	0.7%	0.4%
Cc1ccc(SCc2ccc(C(=O)Nc3cccc([N+](=O)[O-])c3C)cc2)cc1	4.9%	-12.9	-1.3%	0.2%	-1.1%	-0.6%	9.2%	-3.1%	2.5%	0.4%	2.8%
CCC(C)N(CCNC(=O)CC1Oc2ccccc2NC1=O)C1CCCCC1 (configuration not stated)	4.3%	4.7	-0.9%	-1.2%	0.0%	-4.9%	-0.1%	12.9%	?	0.5%	3.3%
N#Cc1ccc(C(=O)OCC(=O)NC(=O)NCc2ccccc2)cc1	-0.3%	-4.2	4.7%	1.0%	0.1%	/	0.3%	-11.8%	0.1%	1.6%	-2.1%
CC1CCCC(C)N1S(=O)(=O)c1ccc(Cl)cc1 (configuration not stated)	-3.0%	24.1	0.2%	0.0%	-5.0%	2.7%	-0.4%	10.2%	-1.0%	-6.1%	1.9%
Cc1c(C(=O)NCc2ccc3c(c2)OCO3)sc2nc(-c3ccc(F)cc3)cn12	10.8%	-17.2	?	0.6%	0.8%	-73.2%	0.0%	-1.8%	?	-3.9%	2.6%
COc1ccc(C(O)Cn2c(=N)n(CCCN(C)C)c3ccccc32)cc1 (configuration not stated)	-5.8%	-6.6	2.5%	1.5%	-5.8%	-6.0%	0.2%	15.0%	-4.8%	-1.5%	2.1%
